Compound activity as filed in PubChem BioAssay.
PrPC surface inh – cell surface PrPC inhibition, primary TR-FRET screen | TR-FRET read-out | inhibition, % at 13.8 µM | P04156 | AID 720596 | hit rate 0.43% among 370,000; in the data active means inhibition above about 24%; further: 0% = median of the test wells and 100% = reference compound wells
CCHFV vOTU inh – blocks the CCHF virus ovarian tumor domain protease. CCHFV vOTU protease, Pep-AMC fluorescence. inhibition, % at 11.5 µM. hit rate 0.55% among 370,000. AID 651958; in the data active means inhibition above about 30%; further: 0% = vehicle wells with enzyme and 100% = no enzyme wells
Anthrax LF inh2 – inhibitors of Bacillus anthracis lethal factor protease. P15917. multiplex microsphere protease cleavage assay, LF. inhibition, % at 10 µM. hit rate 0.12% among 360,000. AID 588501; further: plate controls were buffer without enzyme for full effect and enzyme alone for no effect
BoNT-F LC inh – inhibitors of Botulinum neurotoxin F light chain protease; AID 588497; hit rate 0.22% among 360,000; inhibition, % at 10 µM; Multiplex microsphere protease cleavage assay, flow cytometry; in the data active means inhibition above about 35%, passing the limit was not always enough; inconclusive means no clear call, values can overlap the other calls; further: plate controls were buffer without enzyme for full effect and enzyme alone for no effect
TcdB GH inh – inhibitors of Clostridioides difficile toxin B glycohydrolase; P18177; TcdB glycohydrolase enzymatic assay, plate reader; inhibition, % at 9.99 µM; hit rate 0.24% among 350,000; AID 652162; in the data active means inhibition above about 10%
Target sequence (P18177 whole entry, looked up): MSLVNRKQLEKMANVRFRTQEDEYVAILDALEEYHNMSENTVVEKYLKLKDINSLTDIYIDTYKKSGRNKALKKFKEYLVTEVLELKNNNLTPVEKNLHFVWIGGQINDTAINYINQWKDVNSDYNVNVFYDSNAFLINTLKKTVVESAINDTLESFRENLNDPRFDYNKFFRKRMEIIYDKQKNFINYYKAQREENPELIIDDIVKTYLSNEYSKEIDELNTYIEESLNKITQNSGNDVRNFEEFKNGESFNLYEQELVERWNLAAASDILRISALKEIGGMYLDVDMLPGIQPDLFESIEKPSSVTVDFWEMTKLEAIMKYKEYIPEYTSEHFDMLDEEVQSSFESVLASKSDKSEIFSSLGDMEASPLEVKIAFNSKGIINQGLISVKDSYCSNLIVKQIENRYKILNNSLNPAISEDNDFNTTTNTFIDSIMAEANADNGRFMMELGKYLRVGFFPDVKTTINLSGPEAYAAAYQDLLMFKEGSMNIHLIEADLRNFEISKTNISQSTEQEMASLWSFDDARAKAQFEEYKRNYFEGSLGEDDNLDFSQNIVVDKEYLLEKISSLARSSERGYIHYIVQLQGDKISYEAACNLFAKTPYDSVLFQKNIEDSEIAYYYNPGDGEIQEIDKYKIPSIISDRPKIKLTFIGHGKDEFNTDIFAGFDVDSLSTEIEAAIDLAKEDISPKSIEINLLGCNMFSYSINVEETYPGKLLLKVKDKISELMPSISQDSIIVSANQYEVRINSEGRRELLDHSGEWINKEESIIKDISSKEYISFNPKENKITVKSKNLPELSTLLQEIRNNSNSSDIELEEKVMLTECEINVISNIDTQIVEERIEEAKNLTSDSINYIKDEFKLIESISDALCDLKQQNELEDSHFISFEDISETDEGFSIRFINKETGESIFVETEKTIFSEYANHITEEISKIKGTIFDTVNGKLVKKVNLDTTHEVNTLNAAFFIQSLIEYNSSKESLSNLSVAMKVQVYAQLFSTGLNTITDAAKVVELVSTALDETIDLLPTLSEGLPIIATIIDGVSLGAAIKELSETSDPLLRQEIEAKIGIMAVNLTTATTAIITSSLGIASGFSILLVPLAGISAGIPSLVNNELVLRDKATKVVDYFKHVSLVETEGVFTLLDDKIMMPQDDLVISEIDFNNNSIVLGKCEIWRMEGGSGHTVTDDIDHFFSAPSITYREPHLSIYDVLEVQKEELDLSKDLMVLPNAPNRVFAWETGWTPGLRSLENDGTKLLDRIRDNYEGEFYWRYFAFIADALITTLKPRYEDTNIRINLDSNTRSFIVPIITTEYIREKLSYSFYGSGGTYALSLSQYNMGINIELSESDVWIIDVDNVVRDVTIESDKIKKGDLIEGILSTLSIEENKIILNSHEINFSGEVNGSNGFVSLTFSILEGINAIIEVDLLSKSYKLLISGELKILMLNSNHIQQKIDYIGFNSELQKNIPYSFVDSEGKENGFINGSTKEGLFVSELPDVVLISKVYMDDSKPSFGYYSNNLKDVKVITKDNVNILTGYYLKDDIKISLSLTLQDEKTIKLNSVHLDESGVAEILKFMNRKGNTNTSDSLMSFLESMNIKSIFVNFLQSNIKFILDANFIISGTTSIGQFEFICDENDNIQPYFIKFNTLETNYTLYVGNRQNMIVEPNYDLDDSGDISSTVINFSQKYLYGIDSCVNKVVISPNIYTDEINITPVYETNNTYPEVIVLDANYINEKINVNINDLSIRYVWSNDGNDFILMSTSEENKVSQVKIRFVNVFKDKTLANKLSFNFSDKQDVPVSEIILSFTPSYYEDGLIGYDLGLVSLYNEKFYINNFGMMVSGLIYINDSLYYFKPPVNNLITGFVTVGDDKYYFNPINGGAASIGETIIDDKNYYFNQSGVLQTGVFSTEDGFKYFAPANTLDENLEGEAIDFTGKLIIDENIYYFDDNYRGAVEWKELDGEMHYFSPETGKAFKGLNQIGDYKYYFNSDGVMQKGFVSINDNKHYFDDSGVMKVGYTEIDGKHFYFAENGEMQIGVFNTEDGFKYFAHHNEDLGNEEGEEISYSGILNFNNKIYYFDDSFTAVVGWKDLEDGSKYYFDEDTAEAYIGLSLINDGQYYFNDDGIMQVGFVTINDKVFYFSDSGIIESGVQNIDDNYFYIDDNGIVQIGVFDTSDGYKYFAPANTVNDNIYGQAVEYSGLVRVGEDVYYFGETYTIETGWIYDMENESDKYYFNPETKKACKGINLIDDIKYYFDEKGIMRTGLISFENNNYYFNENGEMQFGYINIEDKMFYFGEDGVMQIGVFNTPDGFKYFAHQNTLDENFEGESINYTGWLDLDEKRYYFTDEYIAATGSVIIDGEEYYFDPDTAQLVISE
FadD28 binding – blocks FadD28 binding to the bisubstrate probe; AID 588549; inhibition, % at 12.5 µM; hit rate 0.22% among 360,000; fluorescence polarization; in the data active means inhibition above about 8.5%, passing the limit was not always enough; inconclusive means no clear call, values can overlap the other calls
PfHsp40 yeast – restores yeast growth despite PfHsp40 toxicity; S. cerevisiae expressing PfHsp40, growth rescue, ATP luminescence; growth rescue, % at 12.5 µM; hit rate 0.68% among 340,000; AID 504582; in the data active means growth rescue above about 28%, passing the limit was not always enough; inconclusive means no clear call, values can overlap the other calls;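 further: yeast W303a lacking pdr1 and pdr3 grown in galactose medium; growth measured after three days at 30 °C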
BoNT-A LC inh2 – inhibitors of Botulinum neurotoxin A light chain protease. multiplex microsphere protease substrate cleavage, flow cytometry. inhibition, % at 10 µM. hit rate 0.17% among 360,000; further: plate controls were buffer without enzyme for full effect and enzyme alone for no effect
Y pestis TopoI – inhibitors of Yersinia pestis topoisomerase I. Y. pestis Topo-I cleavage product accumulation, plate reader. hit rate 0.064% among 360,000. activity, % at 10 µM. AID 504884; in the data active means activity above about 50%, passing the limit was not always enough; inconclusive means no clear call, values can overlap the other calls; further: inactives centre near 2
Active calls of the source: *; ? = inconclusive; nt = not tested or not shown; & = joins results of further samples. Unless noted, no stated cut-off is given here; in the data, active means inhibition above about 30%; inconclusive means no clear call, values can overlap the other calls; inactive means below that.

SMILES	PrPC surface inh	CCHFV vOTU inh	Anthrax LF inh2	BoNT-F LC inh	TcdB GH inh	FadD28 binding	PfHsp40 yeast	BoNT-A LC inh2	Y pestis TopoI
CCCCc1c(O)nc(SCC(=O)N2CCCCC2)[nH]c1=O	-4	-15	-10	-11	-0.4	-2.1	0.9	-0.9	4
CCN1CCN(C(=O)CCNC(=O)Cn2ccc3ccccc3c2=O)CC1	-2	23	-10	-5	nt	-2.0	-1.0	-0.6	3
COc1ccc(CNC(=O)Nc2cccs2)cc1OC	-9	-8	0	8	nt	-0.4	0.5	0.9	-1
C[C@@H]1CN([C@@H](C)CO)S(=O)(=O)c2ccc(Br)cc2O[C@H]1CN(C)C(=O)C1CCCCC1	5	7	-6	-9	1.0&-0.7	-1.0	nt	-0.7	35
Cc1ccc(S(=O)(=O)N2CCN(CCO)CC2)cc1-c1nnc2c3ccccc3c(C)nn12	2	1	-8	1	nt	-0.7	-0.7	-0.2	2
CCN(CC)CC(=O)Nc1c(Br)ccc2c1OCO2	4	-3	3	14	nt	0.0	-0.5	-1.4	-3
CNc1nc(-c2ccccc2)nnc1C(F)(F)F	7	1	-2	0	nt	-2.0	0.3	?	-3
CCC1(c2ccccc2)SCC(c2ccccc2)=NC1=O (stereo not given)	11	-7	-4	3	1.2	-1.8	-1.7	-0.5	31
CCCCC1NC(=S)N(C2CCCCC2)C1=O (stereo not given)	0	3	1	3	0.2	-0.7	3.0	-0.3	3
COc1ccccc1CN1CC(=O)N2CSC[C@H]2C1=O	2	-7	-2	-1	-1.3	0.2	-1.3	-1.0	-7
O=C(COc1ccc2c3c(c(=O)oc2c1)CCC3)Nc1ccc(CN2CCOCC2)cc1	2	14	2	7	-0.3	-2.4	0.6	2.1	11
COc1cc(C#N)c(NC(=S)N2CCN(C(=O)c3ccco3)CC2)cc1OC	10	-11	0	-18	1.2	-0.2	nt	-1.2	nt
CCC(=O)c1ccccc1OCC(=O)Nc1c(C)cccc1C	-3	13	-2	1	0.9	-2.0	-0.5	-0.3	-1
COc1ccc(NC(=O)CSc2ccccc2)cc1S(=O)(=O)N1CCCCC1	0	-9	0	0	0.5	-1.6	0.2	0.5	10
Cn1c(=S)n(C)c2ccccc21	11	-7	-6	-4	1.4	-2.9	0.4	-0.9	5
CN1N=C2c3ccccc3CCCC2C1c1ccc(F)cc1 (stereo not given)	-1	-2	6	?	0.8	-3.1	2.1	?	1
Cc1cc(C)c2nc(N3CCC(C(=O)NCc4ccccn4)CC3)sc2c1	-4	-16	-2	-4	1.5	0.6	-0.7	-1.0	36
COc1cc(S(=O)(=O)Nc2c(C)nn(C)c2C)ccc1NC(C)=O	-3	16	-3	-13	-4.7	-3.5	-0.8	-4.8	7
CNC(=O)c1csc(-c2cccs2)n1	-7	-5	-6	-2	0.7	-1.5	0.3	0.1	-1
Cc1ccccc1C(=O)N1CCC(C(=O)Nc2ccc(C(C)C)cc2)CC1	-7	16	0	0	-0.3	1.2	1.0	0.2	19
Oc1ccc(N=Cc2ccc(O)c(O)c2)cc1	nt	nt	-53	-51	nt	?	-0.8	-0.8	-32
COc1ccccc1N(CC(=O)N/N=C/c1ccc(C(=O)O)cc1)S(=O)(=O)c1ccc(C)cc1	3	-1	-8	-2	0.0	-7.1	-0.1	0.6	11
COc1ccc2c(c1)C=C([C@@H]1C[C@H]3CN(c4ccccc4)C(=O)[C@]34CCCN14)CO2	-1	-9	2	-6	1.2	-0.8	-0.4	0.2	5
COC(=O)c1ccc(OCC2c3cc(OC)c(OC)cc3CCN2C(=O)c2ccco2)cc1 (stereo not given)	10	-10	-8	4	2.5	-3.9	3.1	2.7	7
Cc1cccc(NCc2cccc3ccccc23)n1	6	20	2	?	0.9	-0.6	0.1	?	-3

Pulled by compound from the list above, six records:
SMILES	PrPC surface inh	CCHFV vOTU inh	Anthrax LF inh2	BoNT-F LC inh	TcdB GH inh	FadD28 binding	PfHsp40 yeast	BoNT-A LC inh2	Y pestis TopoI
COc1ccccc1N(CC(=O)N/N=C/c1ccc(C(=O)O)cc1)S(=O)(=O)c1ccc(C)cc1	3	-1	-8	-2	0.0	-7.1	-0.1	0.6	11
CNc1nc(-c2ccccc2)nnc1C(F)(F)F	7	1	-2	0	nt	-2.0	0.3	?	-3
COc1ccc2c(c1)C=C([C@@H]1C[C@H]3CN(c4ccccc4)C(=O)[C@]34CCCN14)CO2	-1	-9	2	-6	1.2	-0.8	-0.4	0.2	5
COc1ccc(NC(=O)CSc2ccccc2)cc1S(=O)(=O)N1CCCCC1	0	-9	0	0	0.5	-1.6	0.2	0.5	10
CCCCc1c(O)nc(SCC(=O)N2CCCCC2)[nH]c1=O	-4	-15	-10	-11	-0.4	-2.1	0.9	-0.9	4
Oc1ccc(N=Cc2ccc(O)c(O)c2)cc1	nt	nt	-53	-51	nt	?	-0.8	-0.8	-32

Further records:
SMILES	PrPC surface inh	CCHFV vOTU inh	Anthrax LF inh2	BoNT-F LC inh	TcdB GH inh	FadD28 binding	PfHsp40 yeast	BoNT-A LC inh2	Y pestis TopoI
CCCC1(C(=O)OC)NC(c2cc(OC)c(OC)c(OC)c2)C2C(=O)N(CC)C(=O)C21 (stereo not given)	-2	-8	1	-14	nt	-2.1	-0.5	-0.2	-6
CS(=O)(=O)Nc1cccc2cccnc12	1	3	2	-16	nt	1.0	-1.0	0.4	-7
CCOC(=O)C(=O)Nc1cc(C(=O)OC)cc(C(=O)OC)c1	2	4	0	-5	-2.1	-3.5	0.7	-1.3	-15
CC(Oc1ccccc1F)C(=O)NNC(=O)c1ccc(F)c(S(=O)(=O)N2CCOCC2)c1 (stereo not given)	3	-2	-2	7	0.5	-2.9	-1.1	-0.4	-3
Fc1ccc2cnc(C3=CCCCC3)cc2c1	-6	-2	1	7	0.5	0.7	0.4	0.4	-4
O[C@@H]1C[C@H](c2ccc(Cl)cc2)N(Cc2cccs2)C[C@H]1n1cc(C2CC2)nn1	-4	9	2	3	1.1	-2.1	nt	0.0	23
COc1ccc(-c2noc(-c3cc(C)cc(C)c3)n2)cc1OC	6	-8	-9	-8	1.5	0.3	-0.9	-0.7	2
CCOc1ccccc1C(=O)N1CCCCC1C (stereo not given)	-1	-3	4	-13	nt	-1.0	-1.7	-0.3	1
CC1C(=O)N(Cc2cn(CCC3OCCCO3)nn2)CCS(=O)(=O)N1Cc1ccc(-c2ccc(F)cc2)cc1 (stereo not given)	-3	-6	-6	-4	1.8	-3.5	nt	-0.1	16
CCN(CC)CC(=O)Nc1nc(-c2ccc(Cl)cc2)cs1	5	9	1	0	nt	-0.7	-0.2	0.6	5
O=C(Cc1ccccc1F)Nc1nc(-c2cccs2)cs1	8	19	0	12	nt	-0.7	5.7	0.6	-3
CCCOc1ccc(Cn2ccnc2)cc1[N+](=O)[O-]	-10	1	6	11	nt	-1.4	-0.1	1.7	1
Cc1noc(C)c1NC(=O)N(C)C[C@H]1Oc2c(NC(=O)C3CCCCC3)cccc2C(=O)N([C@H](C)CO)C[C@@H]1C	4	-4	-5	-10	0.4&0.5	-0.5	-0.5	-0.6	4
Cc1cccc(-c2nc(N)nc(N)n2)c1	6	-12	-1	-6	0.6	-3.7	0.6	-0.5	-11
Cc1ccnc(NC(=O)c2oc3ccccc3c2C)c1	-1	-8	1	?	0.5	-1.9	-1.2	0.1	-15
COc1ccc(NC(=O)COC(=O)CCCC2=NS(=O)(=O)c3ccccc3N2)cc1Cl	-1	-2	-2	-6	3.0	-3.1	0.6	-1.3	8
C=C1C(=O)OC2C1C(OC(=O)C(C)=CC)CC(=C)C1C(O)C3OC3(C)C21O (stereo not given)	-3	2	-4	1	0.1	0.0	0.6	-0.4	3
O=C(c1ccccc1)N1CCn2c1nc1ccccc12	0	1	0	-4	0.9	-1.9	0.4	-0.5	1
Cc1cc(OCC(O)CNC(C)c2ccccc2)ccc1C(C)C (stereo not given)	3	22	14	-6	0.8	-0.3	2.9	-0.8	6
Clc1ccccc1-c1nn2c(COc3ccccc3)nnc2s1	10	0	-2	-7	nt	-2.1	1.7	-0.4	17
O=C(O)c1cccc(N/N=C/c2ccc(F)c(F)c2)c1	-7	4	-3	-2	-2.0	0.7	2.5	-0.2	2
CC1(/[N+]([O-])=C/c2ccccc2F)CCCCC1=O (stereo not given)	5	-12	-2	-5	0.6	-5.1	-0.1	-0.1	1
O=C(NCSC1=NCCS1)c1ccccc1	7	5	1	-6	nt	-0.6	-0.6	-3.8	5
Nc1ccccc1SCC(=O)N1CCc2ccccc21	-2	4	-2	-7	nt	-2.5	-0.7	-1.3	-7
Cc1ccc(CNC(=O)c2cnc(-c3ccccn3)nc2C(F)(F)F)cc1	-3	9	0	-50	nt	2.2	-0.6	-1.6	13
New compounds follow.
SMILES	PrPC surface inh	CCHFV vOTU inh	Anthrax LF inh2	BoNT-F LC inh	TcdB GH inh	FadD28 binding	PfHsp40 yeast	BoNT-A LC inh2	Y pestis TopoI
COc1cc(C(=O)OCCN2CCCCC2)ccc1O	0	-4	6	-11	nt	0.9	-0.8	0.1	3
CCNC(=O)c1oc2c(c1C)C(=O)CC(C)(C)C2	-9	8	-20	-1	nt	-2.4	-0.6	1.9	-5
CCN(C[C@H]1N[C@@](C)(C(=O)OC)[C@H]2C(=O)N(Cc3ccccc3)C(=O)[C@@H]12)C(=O)C1CCCCC1	-2	0	3	0	1.2	0.2	20	0.0	10
N#Cc1c(-c2ccc3c(c2)OCO3)ccn2nc(-c3cccc(C(F)(F)F)c3)nc12	0	-6	-5	0	nt	-3.5	-0.8	0.6	-3
Cn1nnc(NC(=O)/C=C/c2ccco2)n1	-8	-1	nt	nt	0.3	0.8	nt	nt	1
COc1ccc(OC)c(NC(=O)C2=C(C)NC(=O)NC2c2cccs2)c1 (stereo not given)	-4	12	-7	0	1.2	-1.2	-0.7	-0.1	-8
Cc1ccc(S(=O)(=O)Nc2ccccc2N2CCCCC2)cc1	6	8	-7	7	0.3	-1.0	1.3	-1.0	33
Cc1ccc(NC(=O)c2cc(-n3cnnc3)ccc2Cl)cc1	2	7	-1	-2	nt	-3.7	0.4	-1.1	12
Cc1cc([N+](=O)[O-])c(N2CCC[C@@H]2C(=O)O)c([N+](=O)[O-])c1	-23	-8	-5	3	nt	-1.2	-0.6	0.6	-8
COC(=O)CN1C(=O)c2cccc3cccc1c23	-17	-12	-5	?	2.2	-1.5	-1.0	1.1	7
O=C(Cn1nc(Cc2cccnc2)c2ccccc2c1=O)NCCCN1CCCC1=O	2	-5	3	-1	1.4	-2.4	-1.4	0.2	-5
O=C(Nc1nccs1)C1CCCN(S(=O)(=O)c2cccc3cccnc23)C1 (stereo not given)	0	0	-4	-7	1.1	-2.5	0.2	-0.4	3
Cn1c(=N)n(CC(O)c2ccco2)c2ccccc21 (stereo not given)	-7	5	1	4	nt	0.1	0.2	-0.8	-4
O=C(COc1ccc(C(=S)N2CCOCC2)cc1)N1CCOCC1	1	2	3	-9	0.8	0.0	16	-3.7	-10
O=C(OCC(=O)c1ccc[nH]1)c1ccc2ccccc2n1	1	4	-5	0	1.3	-0.8	-0.9	-0.5	-1
COc1ccc(CNC(=O)CSc2nc3ccc(N)cc3s2)cc1	2	8	-2	-3	nt	-2.3	-1.5	1.1	1
Cc1ccc(C)c(NC(=S)N2CCC(NC(=O)c3ccc(F)cc3)CC2)c1	1	1	-3	3	-1.2	nt	-0.4	1.3	5
CCN(C(=O)COC(=O)CCCc1c[nH]c2ccccc12)c1c(N)n(Cc2ccccc2)c(=O)[nH]c1=O	0	4	2	0	1.6	-0.1	-0.4	-0.3	6
Cc1ccc(/C=N/NC(=O)c2c(C)nc3ccc(Br)cn23)cc1	14	-1	-4	-12	3.5	-3.5	-0.3	1.3	1
CCCCNc1nc2sc3c(c2c(=O)n1-c1cccc(Cl)c1)CCN(C)C3	-3	-19	3	-4	1.7	-3.2	0.2	3.3	7
Nc1c(-c2ccccc2)nc(Cl)nc1-c1ccccc1	-26	-179	10	0	nt	1.2	0.3	-0.3	3
COc1ccc([C@H]2C[C@H](n3cc(COC(=O)c4ccccc4)nn3)[C@@H](O)CN2C(=O)c2cccs2)cc1	-4	-6	0	-7	2.2	-0.7	nt	-0.3	20
COc1ccc(O)c(C(=O)c2cnn(C(=O)c3ccc(C)cc3)c2)c1	1	-12	nt	nt	-0.9	-0.8	0.4	nt	3
CCOc1ccc(NC(=O)C2CSC(c3ccncc3)=N2)cc1 (stereo not given)	-9	7	-6	-8	1.2	-3.7	0.1	-0.3	0
